# Screens: PubChem, National Center for Advancing Translational Sciences (NCATS)
# SW480 rerep: DNA re-replication induction in SW480 cells. AID 624297. 340,000 tested, 1.8% active. Potency, µM (top dose mostly 46.1 µM), for inactives: top-dose re-replication activation, hits mostly activators. SW480 DNA re-replication, Hoechst DNA content imaging, 48 h; note: % of control where 0% means no effect; nearly all actives have a fitted effect of over 55% in size
#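 Cells (250 per well) received 23 nL compound or DMSO by pin tool and were kept 48 hr at 37 C, 5% CO2. Nuclei were then stained with Hoechst for 40 min and scanned for DNA content.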
# HT1080NT lethal: kills 2HG-producing HT-1080-NT fibrosarcoma cells. HT-1080-NT fibrosarcoma viability, CellTiter-Glo ATP luminescence, 48 h. Potency, µM (top dose mostly 46.1 µM), inactives show at the highest dose activity, negative = less viability, usual class: cytotoxic. 360,000 tested, 1.6% active;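 note: NT is the 2HG producing partner of a matched IDH1 knockdown line; 0% = DMSO-treated cells and -100% = media-only wells without cells; nearly all actives have a fitted effect of over 55% in size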
#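 HT-1080-NT fibrosarcoma cells (2HG-overproducing), 750 cells/well in RPMI with 5% FBS, dosed after 2 h and incubated 48 h at 37C. CellTiter-Glo luminescence normalized to DMSO and no-cell wells; concentration-response curves fitted and classed.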
# KB-3-1 tox: kills parental KB-3-1 adenocarcinoma cells. KB-3-1 viability, CellTiter-Glo ATP luminescence, 72 h. Potency, µM (highest dose often 46.1 µM), inactives show top-dose activity change, negative = cytotoxic, usual class: cytotoxic. 400,000 tested, 1.4% active; note: % is set by controls: 0 for no effect and ±100 for the full control effect; nearly all actives have a fitted effect of over 60% in size
#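 Here the drug-naive KB-3-1 line serves as comparator for MDR sub-line selectivity; cells received compound titrations, 72 h at 37 °C, then CellTiter-Glo readout.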
# GLP-1R agonist: activates the human GLP-1 receptor; P43220; HEK293 GLP-1R CRE-luciferase, luminescence, 4-6 h; cells express a hypersensitive GLP-1R form; Potency, µM (doses to about 45.6 µM), for inactives: at the highest dose activation, most hits filed as activators; 380,000 tested, 0.007% active; note: % of control where 0% means no effect
# Target sequence (P43220 whole entry, looked up): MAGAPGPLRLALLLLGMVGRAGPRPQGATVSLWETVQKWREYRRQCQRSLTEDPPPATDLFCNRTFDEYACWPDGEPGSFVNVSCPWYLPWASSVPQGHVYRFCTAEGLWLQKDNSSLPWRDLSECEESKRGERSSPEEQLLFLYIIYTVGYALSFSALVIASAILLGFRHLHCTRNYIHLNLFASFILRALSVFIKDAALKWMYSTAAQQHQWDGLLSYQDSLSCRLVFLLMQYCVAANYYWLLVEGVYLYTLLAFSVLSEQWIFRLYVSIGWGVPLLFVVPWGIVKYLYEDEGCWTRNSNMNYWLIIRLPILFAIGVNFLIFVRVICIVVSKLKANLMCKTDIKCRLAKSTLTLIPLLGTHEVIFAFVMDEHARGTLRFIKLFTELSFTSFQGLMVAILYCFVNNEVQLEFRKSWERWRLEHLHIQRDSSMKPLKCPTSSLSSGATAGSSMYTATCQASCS
# GLP1R cytotox: cytotoxicity in counter-screen for GLP-1R inverse agonists. HEK293 cAMP-luciferase reporter cells, luminescence, 24 h. Potency, µM (series often up to 38.3 µM), without a hit: at the highest dose activity change, negative = inhibition, usual class: inhibitors. 410,000 tested, 0.13% active;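 note: loss of luciferase light is scored as toxicity; % is set by controls: 0 for no effect and ±100 for the full control effect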
#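 1536-well qHTS counterscreen of the MLSMR; 200 cells/uL, 12 h pre-incubation, 23 nL cpd, 24 h at 37 deg C 5% CO2, luciferase detection reagent, 12 min RT, luminescence. Inhibition = undesired.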
# TDP43 rescue: inhibitors of TDP-43 toxicity in yeast; TDP-43 expressing yeast growth rescue, BacTiter-Glo, 24 h; Potency, µM (top dose mostly 46.1 µM), inactives show at the highest dose growth rescue (activation), most hits filed as activators; 410,000 tested, 1.8% active; note: % of control where 0% means no effect; nearly all actives have a fitted effect of over 50% in size
#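 In this qHTS, compounds that restore growth of yeast expressing TDP-43 appear as activators. Cells (OD600=0.02, galactose medium, raffinose-pregrown) are incubated with compound 24 hr at 30 deg C and growth is quantified by BacTiter-Glo.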
# HT1080 IDH1KD tx: HT-1080 IDH1 knockdown cell toxicity (counter line); HT-1080 IDH1 knockdown viability, ATP luminescence, 48 h; Potency, µM (series often up to 46.1 µM), inactives show at the top dose activity, negative = toxicity, most hits filed as cytotoxic; 360,000 tested, 2% active; AID 686971;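 note: 0% = DMSO wells and -100% = cell-free medium wells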
#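 After a 2 h attachment period, IDH1KD HT-1080 cells took pin-transferred compound for 48 h at 37 °C; ATP-based luminescence after 10 min room-temperature reagent incubation reported viability.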
# GLP-1R inv ag: acts as inverse agonist at human GLP-1 receptor | HEK293 GLP-1R CRE-luciferase, luminescence, 24 h; GLP-1R form is constitutively active | AID 624417 | Potency, µM (highest dose often 38.3 µM), for inactives: at the top dose activity change, negative = inhibition, usual class: inhibitors | 410,000 tested, 1.6% active; note: % is set by controls: 0 for no effect and ±100 for the full control effect; nearly all actives have a fitted effect of over 55% in size
#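 HEK293 cells stably co-expressing a cAMP-responsive luciferase reporter and constitutively active GLP-1R were seeded, incubated 12 h, then exposed to compounds for 24 h at 37 C. Luminescence was read 12 min after detection reagent; inverse agonists lower signal.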
# KB-V1 cytotox: kills drug-selected multidrug resistant KB-V1 cells. Potency, µM (doses to about 46.1 µM), without a hit: at the top dose activity change, negative = cytotoxicity, actives largely listed as cytotoxic. 400,000 tested, 3.4% active. KB-V1 MDR cells viability, CellTiter-Glo, 72 h. AID 1347076; note: % is set by controls: 0 for no effect and ±100 for the full control effect; nearly all actives have a fitted effect of over 60% in size
#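 Following 72 h at 37 degrees C with compound, KB-V1 cell viability was read by CellTiter-Glo luminescence, medium being phenol-red-free DMEM plus 10% FBS; concentration-response parameters came from normalized, curve-fitted qHTS data.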
# The depositor's hits bear a star; u = inconclusive; x = not tested or not shown; [ ] = another dose, or the depositor's remark. Calls come from the whole dose curve; as a rule, active = well fitted curve in the direction sought with a large enough effect; inconclusive = small, poorly fitted or top-dose-only effect, or another doubt; inactive = no such curve, though single readings can be large; an effect the other way counts as inactive or inconclusive. Potency is the fitted concentration of half-maximal effect.
SMILES,SW480 rerep,HT1080NT lethal,KB-3-1 tox,GLP-1R agonist,GLP1R cytotox,TDP43 rescue,HT1080 IDH1KD tx,GLP-1R inv ag,KB-V1 cytotox
Cc1ccc(CN2C(=O)CCC2C(=O)NCCc2ccccc2)cc1 (configuration not stated),-7.0%,8.6%,-6.1%,-3.6%,-14.0%,4.1%,3.1%,-2.3%,-0.3%
O=C(Nc1cccc(Cl)c1)c1cc([N+](=O)[O-])ccc1N1CCN(CCO)CC1,0.4%,-6.6%,9.7%,4.9%,-11.3%,-16.1%[0.397 µM],-0.6%,-8.4%,-0.9%
O=C(Nc1cc(Cl)ccn1)C1(c2ccccc2)CC1(Cl)Cl (configuration not stated),0.9%,-2.3%,14.1%,11.4%,-6.7%,-4.3%[1.82 µM],-22.3%,u,-13.9%
COc1cccc(-n2c(SCC(=O)Nc3c(C)cc(C)cc3C)nc3c([nH]c4ccccc43)c2=O)c1,x,x,4.2%,u,-11.8%,27.9%,x,81.1%[activator],u
CC(=O)Nc1cccc(C(=O)NC2CCCc3c2cnn3-c2cc(C)cc(C)c2)c1 (configuration not stated),-1.3%,-1.1%,3.1%,0.9%,-3.7%,10.2%,-2.3%,-0.2%,-5.1%
O=C(CNC(=O)c1cccs1)NCCN1CCN(c2ccccc2F)CC1,2.8%,10.6%,8.5%,-2.4%,5.4%,-14.8%,11.8%,7.8%,10.0%
Cc1oc2c(CN3CCOCC3)c(O)ccc2c(=O)c1-c1ccc(Br)cc1,-3.1%[9.22 µM],4.8%,-5.6%,-0.7%,-11.8%,-8.7%,2.1%,u,-9.4%
NC(=O)CC[C@@H]1NC(=O)[C@H](CO)NC(=O)c2cc([N+](=O)[O-])cc(I)c2NCC[C@@H](C(N)=O)NC1=O,11.9%,13.5%,0.0%,-6.8%,-9.2%,12.9%,9.6%,10.9%,-12.9%
Cc1ccc(S(=O)(=O)Nc2cccc(Oc3cnccn3)c2)cc1,u,-21.3%,-28.6%,5.2%,-19.8%[7.66 µM],9.1%[9.22 µM],-20.3%,-19.3%[7.66 µM],-15.6%
Cc1ccc(CN(C)C(=O)c2c(C)nn(-c3ccccc3)c2C)cc1,-9.5%,5.8%,1.6%,8.6%,-3.4%,-22.3%,9.9%,u,-11.9%
CC1CN(C(=S)Nc2cccc(Cl)c2Cl)CC(C)O1 (configuration not stated),-10.4%,12.3%,11.8%,-4.9%,6.4%,u,10.6%,-29.3%,9.0%
CC(C)n1c(NCc2c[nH]c3ccccc23)nc2ccccc21,u,-11.2%,-13.4%,-0.6%,-13.1%,6.5%,-24.5%,u,u
O=C(Nc1cccc(S(=O)(=O)NC2=NCCC2)c1)C1CC(=O)N(c2ccc3c(c2)OCCO3)C1 (configuration not stated),-7.6%,2.9%,19.5%,0.2%,6.4%,-3.8%,9.6%,8.6%,-2.4%
CCOC(=O)C1=C(C)C(c2ccccc2O)NC(=O)N1 (configuration not stated),-1.4%,5.0%,-0.6%,-10.7%,-6.1%,3.6%,-8.7%,29.3%,15.8%
Cc1nn2c(C)c(C(=O)NCC(C)c3ccccc3)cnc2c1-c1ccccc1 (configuration not stated),x,x,-1.7%,x,0.9%,u,x,u,-2.6%
O=C1/C(=C\c2cccnc2)CCc2ccccc21,u,u,-4.9%,-56.2%[inhibitor],u,u,u,u,u
Cc1ccccc1OCC(=O)N/N=C/c1ccc(Sc2nc3ccccc3s2)o1,4.2%,-17.9%,u,-5.6%,-22.8%,17.4%,u,u,u
COc1ccc(NC(=O)c2cc(CN3CCCC3)on2)cc1Cl,x,x,-5.6%,x,-6.1%,3.7%,x,-2.0%,12.8%
CCOC(=O)c1sc2nc(C)nc(NCc3ccccc3)c2c1C,-13.1%,-7.1%,-21.5%,12.6%,-27.4%,u,-7.5%,u,-6.3%
COc1ccc(NC(=O)CSc2nnc(-c3ccccn3)n2N)cc1Cl,-6.1%,-2.0%,5.0%,4.7%,-10.6%,-5.7%,-22.3%,13.2%,16.4µM*
CC1CCN(C(=O)c2ccc(CS(=O)(=O)Cc3ccccc3)cc2)CC1,-3.9%,0.0%,x,-4.9%,-15.7%,-7.4%,-0.9%,-11.5%,x
O=[N+]([O-])c1nn(-c2ccc3c(c2)OCCO3)n(O)c1=NCc1ccc(F)cc1Cl,-4.1%,1.1%,7.2%,9.6%,-9.5%,22.4µM*,-14.8%,11.6%,-25.6%
COc1ccc(CN(CCC(c2ccccc2)c2ccco2)C(=O)c2ccco2)cc1 (configuration not stated),-3.6%,-11.0%,5.3%,15.2%,-12.0%,-7.0%[9.22 µM],-19.8%,u,-1.1%
CN(CC(=O)Nc1ccc(Cl)c(Cl)c1)C1CCCCC1,22.2%,10.5%,-2.9%,-2.8%,0.5%,-7.5%,8.7%,u,-25.4%
COc1ccc(CC(=O)Nc2cccc3ncccc23)cc1OC,-6.8%,0.1%,-3.2%,2.2%,-7.2%,-6.0%,11.7%,31.9%[activator],-8.7%
Cc1nnc(NC(=O)CSc2nnc3scc(-c4ccc(C)c(C)c4)n23)s1,1.1%,-0.8%,3.3%,-1.5%,12.3%,-0.2%,1.7%,11.1%,20.6µM*
CCOc1cc(C2C3=C(CC(C)(C)CC3=O)N(CCCOC)C3=C2C(=O)CC(C)(C)C3)ccc1O,-44.1%[inhibitor],-1.1%,8.0%,2.5%,-30.2%,1.8%,1.9%,12.7%,0.0%
O=S(=O)(Cc1ccccc1)c1ccccc1-c1nnc(-c2ccccc2)o1,-4.8%,0.3%,3.4%,-27.9%,-8.3%,11.2%,-0.3%,-10.9%,5.2%
CCn1c(=O)c2c(O)cc(=O)oc2c2ccccc21,10.3%,-4.0%,-17.1%,-13.1%,3.4%,-36.8%[inhibitor],-10.3%,0.9%,u
CN(C)CCNC(=O)c1cccc(-c2cnc3c(NC=O)cc(/C=C/c4ccccc4)cn23)c1,x,u,u,8.7%,u,u,u,u,u
Cc1oc(-c2ccc(C(=O)NCc3ccc(F)cc3)cc2)nc1CS(=O)c1ccccc1 (configuration not stated),x,x,-4.8%,x,-8.8%,1.5%,x,u,-13.0%
COc1cccc(/C(O)=C2\C(=O)C(=O)N(c3ccccn3)C2c2ccccc2OC)c1 (configuration not stated),1.6%,-2.8%,-3.8%,2.6%,-4.8%,-20.9%,-8.1%,0.7%,-29.7%
CCCc1cc(=O)[nH]c(SCC(=O)Nc2ccc(OC)c(S(=O)(=O)N3CCCCC3)c2)n1,6.6%,1.9%,u,0.9%,0.2%,14.7%,0.4%,10.1%,2.2%
CCOCCCNC(=O)C(NC(=O)c1ccc2c(c1)OCO2)c1ccccc1 (configuration not stated),3.4%,13.8%,-15.3%,1.8%,-3.1%,8.1%,22.0%,16.0%,u
O=C(O)C1CCCNC1 (configuration not stated),2.4%,-1.4%,0.0%,-0.6%,-9.6%,10.8%,6.8%,2.1%,17.3%
O=C(c1ccc(S(=O)(=O)NCC2CCCO2)cc1)N1CCN(c2ccccc2F)CC1 (configuration not stated),-37.9%[inhibitor],0.4%,-10.8%,-1.9%,-7.6%,18.5%,1.1%,-20.0%,8.4%
COCCn1nnnc1C(c1cc2cc(C)ccc2[nH]c1=O)N1CCN(C2CCCCC2)CC1 (configuration not stated),u,4.5%,-5.2%,0.2%,11.2µM*,-9.2%,8.6%[9.24 µM],21.4%,1.7%
NC(=O)c1ccc(Nc2nnc(-c3ccc(O)cc3)c3ccccc23)cc1,-2.1%,-6.2%,0.0%,1.5%,9.1%[7.66 µM],-11.4%,-1.4%,0.0%[7.66 µM],u
CC(=O)NC(=S)Nc1ccc(NC(=S)NC(=O)/C=C/c2ccco2)cc1,14.3%,-20.2%,4.7%,24.8%,-4.0%,0.0%,-21.4%,6.3%,1.9%
O=c1c2ccccc2nnn1Cc1ccccc1,-8.0%,15.8%,-3.9%,7.7%,5.1%,17.8µM*,16.3%,7.1%,4.2%
COc1ccc(NC(=O)COc2cccc3c2CCN(C)C3=O)c(OC)c1,-18.4%,-1.5%,0.0%,10.4%,-1.0%,21.0%,-0.1%,91.2%[activator],-3.0%
Cc1c(C(c2cc3c(cc2Br)OCO3)c2c(C)n(C)n(-c3ccccc3)c2=O)c(=O)n(-c2ccccc2)n1C,-3.1%,2.2%,-0.5%,0.9%,-10.3%,7.2%,2.0%,5.9%,u
CCOC(=O)c1c(-c2ccc(-c3ccccc3)cc2)csc1NC(=O)C1C2CCC(O2)C1C(=O)O (configuration not stated),-0.9%,u,-17.2%,-22.1%,15.7%,7.4%,u,-12.7%,-20.9%
COc1cccc(C(=O)NC(=S)N2CCN(c3ccc(C(F)(F)F)cc3[N+](=O)[O-])CC2)c1,-13.5%,-14.2%,-14.7%,-28.0%,u,25.4%,-26.2%,-25.2%,u
O=C(CNC(=O)c1ccc(Cl)cc1Cl)OCc1cn2cc(Br)ccc2n1,-3.4%,-1.2%,8.8%,6.3%,0.2%,16.7%,2.4%,12.0%,5.5%

# Shown with two lines to a compound: 2 of the compounds above
# Screens in order: SW480 rerep, HT1080NT lethal, KB-3-1 tox, GLP-1R agonist, GLP1R cytotox, TDP43 rescue, HT1080 IDH1KD tx, GLP-1R inv ag, KB-V1 cytotox
> Cc1c(C(c2cc3c(cc2Br)OCO3)c2c(C)n(C)n(-c3ccccc3)c2=O)c(=O)n(-c2ccccc2)n1C
 : -3.1%, 2.2%, -0.5%, 0.9%, -10.3%, 7.2%, 2.0%, 5.9%, u
> CCOC(=O)c1c(-c2ccc(-c3ccccc3)cc2)csc1NC(=O)C1C2CCC(O2)C1C(=O)O (configuration not stated)
 : -0.9%, u, -17.2%, -22.1%, 15.7%, 7.4%, u, -12.7%, -20.9%
